# Assay outcomes deposited in PubChem BioAssay by several laboratories.
# Vif inh = inhibitors of HIV Vif; HEK293T cells, Vif self-association by quenched fluorescence, imaging, 24 h; inhibition, % at 7.49 µM; actives 0.35% (n = 340,000); AID 602346; in the data active means inhibition above about 50%, passing the limit was not always enough; further: some results filed as inactive read as strong as hits
# aDG glyco act = increases alpha dystroglycan glycosylation; Pro5-aDG cells, alpha-DG glycosylation AlphaScreen (IIH6); 0% Pro5, 100% B10-LARGE cell signal; activation, % at 10 µM; actives 0.22% (n = 360,000); AID 624168;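 active means activation of at least 8% versus controls, or a plate z-score of at least 8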;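 further: Pro5 are CHO cells carrying HIG-tagged alpha-DG that lacks glycosylation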
# PDI turbidity = PDI (human) enzyme inhibition. P07237. PDI insulin aggregation turbidity, A650, 90 min. inhibition, % at 10 µM. actives 0.052% (n = 350,000). AID 588391;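 active means mean inhibition across replicates of 30% or more, whatever share of single replicates reach that level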;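 further: absorbance from insulin aggregation driven by PDI reduction with DTT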
# Exocytosis inh = lytic granule exocytosis inhibition | AID 651702 | inhibition, % at 10 µM | TALL-104 LAMP-1 surface exposure, flow cytometry; cells stimulated with thapsigargin and PMA | actives 0.66% (n = 360,000);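 active means inhibition above about 55%, limit read from the data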
# CaV13 FRET inh = Primary screen for inhibitors of IQ motif and Ca2+-dependent inactivation inhibitor domain binding in CACNA1D, Förster resonance energy transfer in living cells, … | HEK cells, CFP/YFP FRET ICDI-IQ, plate reader, 10 min; percent FRET-ratio fall versus neutral wells | inhibition, % at 12.3 µM | actives 0.098% (n = 340,000) | AID 743397;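 active means mean replicate inhibition of at least 30% and at least 1% of replicates passing that level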;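 further: 0% = median of the neutral control wells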
# Cardio protect = myocardial damage modulation in H9c2 cells. H9c2 cardiomyocytes, H2O2 injury protection, ATPLite, 2 h. protection from H2O2 cell death, % at 20 µM. actives 0.63% (n = 360,000). AID 588492;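 active means compounds giving at least 50% protection of heart cells from peroxide-induced death in the single-dose screen, raw or plate-pattern-corrected value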;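 further: 0% = DMSO wells with peroxide and 100% = DMSO wells without peroxide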
# Glyco luc inh = blocks N-linked glycosylation in D54 reporter cells; D54 ERlucT glycosylation luciferase reporter, 24 h; percent of 100 nM tunicamycin response; reporter increase, % at 12.5 µM; actives 0.23% (n = 360,000); AID 588692;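 active means mean luciferase reporter signal, scaled so untreated is 0 and the glycosylation-blocking control 100, at or above a set limit in every replicate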;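 further: luciferase carries N-glycosylation sites so blocking glycosylation raises the light; 0% = median of neutral control wells and 100% = median of 100 nM tunicamycin wells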
# ABCB6 inh 2 = human ABCB6 transporter inhibition; K562-ABCB6 porphyrin accumulation, flow cytometry, 1 h; hits give low values; fluorescence ratio to DMSO, % at 10 µM; actives 0.19% (n = 360,000);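 active means fluorescence ratio to DMSO below 75%, the collection mean minus 3 SD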;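 further: signal is porphyrin accumulated inside mitochondria; 100% equals median channel fluorescence of DMSO control wells; lower ratio means ABCB6 inhibition with less porphyrin fluorescence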
# Target sequence (Q9NP58 whole entry, looked up): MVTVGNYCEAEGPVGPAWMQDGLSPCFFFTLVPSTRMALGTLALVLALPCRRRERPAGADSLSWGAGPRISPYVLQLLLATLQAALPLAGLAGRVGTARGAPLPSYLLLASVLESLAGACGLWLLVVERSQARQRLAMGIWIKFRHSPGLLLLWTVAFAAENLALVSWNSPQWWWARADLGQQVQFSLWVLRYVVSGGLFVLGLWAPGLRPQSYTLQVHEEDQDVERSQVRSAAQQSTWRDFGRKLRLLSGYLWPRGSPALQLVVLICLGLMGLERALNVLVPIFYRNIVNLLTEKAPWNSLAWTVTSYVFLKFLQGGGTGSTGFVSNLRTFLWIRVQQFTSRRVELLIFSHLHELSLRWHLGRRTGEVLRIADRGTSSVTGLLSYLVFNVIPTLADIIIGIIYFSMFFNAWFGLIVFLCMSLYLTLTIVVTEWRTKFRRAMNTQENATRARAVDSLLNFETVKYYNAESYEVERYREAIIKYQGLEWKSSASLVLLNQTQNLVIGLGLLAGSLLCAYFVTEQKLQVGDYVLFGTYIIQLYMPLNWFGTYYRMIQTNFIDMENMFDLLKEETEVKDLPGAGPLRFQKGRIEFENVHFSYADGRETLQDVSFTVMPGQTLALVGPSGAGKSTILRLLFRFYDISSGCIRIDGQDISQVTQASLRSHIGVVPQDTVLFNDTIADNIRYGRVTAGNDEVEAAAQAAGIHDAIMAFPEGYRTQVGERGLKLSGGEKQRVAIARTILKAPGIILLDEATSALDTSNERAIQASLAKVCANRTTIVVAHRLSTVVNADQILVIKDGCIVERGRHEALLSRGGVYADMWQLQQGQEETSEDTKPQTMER
# hiPSC survival = hiPSC single-cell survival enhancement | AID 602274 | actives 0.044% (n = 360,000) | ATPlite luminescence; 100% = ROCK inhibitor wells, 0% = DMSO | survival enhancement, % at 20 µM; in the data active means survival enhancement above about 18%;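 further: cells exposed to compounds for 16 hours before the ATP read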
# m5-HT2A agonist = agonists of mouse serotonin 5-HT2A receptor (HTR2A); actives 0.66% (n = 360,000); CHO-K1 mHTR2A beta-arrestin complementation, luminescence; percent of 30 µM serotonin response; P35363; activation, % at 7.6 µM;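 active means activation above a run cutoff, the mean activation of all tested compounds plus 3 SD, cut at about 14% in these data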;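 further: 0% = plate median of compound wells and 100% = 30 µM serotonin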
# Starred values were filed as active, the others as inactive; nt = no result given. Rows were taken by chance; any-hit rate near 3.1%.
SMILES,Vif inh,aDG glyco act,PDI turbidity,Exocytosis inh,CaV13 FRET inh,Cardio protect,Glyco luc inh,ABCB6 inh 2,hiPSC survival,m5-HT2A agonist
CCOC(=O)C1CC(c2ccc(Cl)cc2)=NNC1=O (configuration not stated),2,-0.5,-2,-3,-4,-4,-4,97,-2.8,0
COC(=O)C1CCN(C(=O)COC(=O)CNS(=O)(=O)c2ccc(SC)c([N+](=O)[O-])c2)CC1,4,0.0,10,6,-2,47,3,103,0.5,-2
COc1ccc(NCc2cc(=O)[nH]c3ccccc23)cc1,-5,0.1,4,4,-3,-5,0,102,-0.6,-3
COc1ccc(C2=NN(c3nc(C)cc(C)n3)C(=O)C2)cc1,1,0.7,9,-2,-5,1,2,97,-0.4,-1
Cc1c(C(=O)OCC(=O)N2CC(C)OC(C)C2)oc2ccc(Br)cc12 (configuration not stated),1,0.2,-1,4,-4,-3,1,98,-0.8,6
Cc1ncc([N+](=O)[O-])n1CCOC(=O)C12CC3CC(CC(C3)C1)C2,-3,0.0,3,0,-1,-8,1,88,-2.0,-2
Cc1cc(C)n2c(NCc3ccccc3)c(CC(C)C)nc2n1,nt,0.2,nt,5,-9,nt,nt,128,1.4,-4
CCN(CC)CCN1CCN(c2cnc(C)cn2)CC1,0,0.0,-16,1,-6,1,-2,107,-0.7,4
Clc1cc(-c2ccccc2)nc(-c2ccccc2)n1,-3,0.1,14,-4,-18,-4,1,97,1.2,1
CCN1C(=O)c2cccc3c(Cl)ccc1c23,5,0.0,-2,7,-30,2,0,101,1.1,-1
O=C(O)c1cc(-c2ccc(/C=N/Nc3ccc([N+](=O)[O-])cn3)o2)ccc1Cl,12,0.0,-1,-1,-13,12,0,87,0.4,-1
OC(COc1c(F)cc(Br)cc1F)CN1CCc2ccccc2C1 (configuration not stated),-2,0.1,-3,3,-19,7,0,98,0.5,-7
NC(=O)c1cc(C(=O)Cc2ccc(Cl)cc2)c[nH]1,-8,0.0,14,-6,-4,2,0,103,1.2,4
CN(Cc1ccccc1)C(=O)c1ncn(C)c1C(=O)N(C)Cc1ccccc1,5,-0.2,-6,0,-5,3,1,101,-0.4,2
Cc1cccc(N2CCN(C(=O)c3ccc(CS(=O)(=O)c4ccccc4C)o3)CC2C)c1 (configuration not stated),-5,-0.4,0,5,-5,30,18,96,-3.3,1
O=C(COc1ccc(S(=O)(=O)NCc2ccccc2)cc1Cl)NCC1CCCO1 (configuration not stated),0,0.0,-4,14,-9,0,0,94,-2.5,-1
CCCCCCCC1c2c(c(C)c(C)oc2=O)Oc2c(C)c(C)oc(=O)c21,-11,0.1,-2,-5,-9,-4,-2,98,2.5,0
CC(C)c1ccc(C(C(=O)NC2CCCCC2)N(C(=O)c2ccccn2)c2cccnc2)cc1 (configuration not stated),2,0.1,0,-1,4,4,-1,91,-1.1,7
O=C(CN1C(=O)C2CC=CCC2C1=O)OCCN1C(=O)c2ccccc2C1=O (configuration not stated),7,-0.2,19,-4,-7,8,1,91,2.2,-1
CN(Cc1ccccc1F)C(=O)c1ccc(NC(=O)CC2SC(N3CCCCC3)=NC2=O)cc1 (configuration not stated),-2,0.3,-4,-5,-6,4,2,100,-0.3,2

# Copied from the list.
# Reading of OC(COc1c(F)cc(Br)cc1F)CN1CCc2ccccc2C1 (configuration not stated) under hiPSC survival: 0.5
# Reading of O=C(O)c1cc(-c2ccc(/C=N/Nc3ccc([N+](=O)[O-])cn3)o2)ccc1Cl under Glyco luc inh: 0
# Reading of CC(C)c1ccc(C(C(=O)NC2CCCCC2)N(C(=O)c2ccccn2)c2cccnc2)cc1 (configuration not stated) under CaV13 FRET inh: 4

# Additional records follow:
SMILES,Vif inh,aDG glyco act,PDI turbidity,Exocytosis inh,CaV13 FRET inh,Cardio protect,Glyco luc inh,ABCB6 inh 2,hiPSC survival,m5-HT2A agonist
N#Cc1c(-c2ccccc2)cc2nc3ccccc3n2c1N,-2,0.3,-1,2,3,0,-3,101,-0.9,5
CCOC(=O)c1c[nH]c(=S)n1C,2,-0.2,-3,-4,-5,0,0,107,-0.2,8
COc1ccc2c(C(=O)c3ccc(Cl)cc3)n(CCCC(N)=O)[n+]([O-])c2c1,4,-0.2,-6,-4,-12,5,1,98,1.3,9
O=C(NCc1cccnc1)c1ccc(Cl)cc1[N+](=O)[O-],nt,0.1,0,-2,-3,7,-1,97,0.6,-3
O=C(O)Cc1cc(=O)[nH]n(-c2ccccc2)c1=O,5,0.0,-6,-4,-5,-2,2,94,-0.7,4
COc1cccc(-c2cc(NC(C)=O)c3ncc(-c4cccc(C(C)=O)c4)n3c2)c1,3,-0.3,12,-9,-6,24,0,102,-2.8,3
C=CCNC(=S)NN(c1ccccc1)c1ccccc1,8,-0.1,4,-4,7,-2,-1,91,2.3,-6
O=C(Nc1ccccc1)c1cc([N+](=O)[O-])ccc1Cl,-4,-0.2,-10,0,-6,8,-1,100,-2.4,2
Cc1ccc(C=C2C(=O)c3ccccc3C2=O)s1,2,-0.1,-1,-3,nt,-11,-4,98,3.6,0
CCOC(=O)CSc1nc2c(cnn2-c2ccc(F)cc2)c(=O)[nH]1,4,-0.1,-3,6,-16,-1,3,104,0.1,0
CN(CC(=O)OCC(=O)NCc1ccccc1)S(=O)(=O)c1ccc(Cl)cc1,-1,0.1,11,0,-1,-1,-1,99,0.0,2
O=C(NCc1cccs1)c1cccc(N2CCCC2=O)c1,nt,-0.1,3,-1,-2,16,2,110,0.7,5
O=C(NCC(c1ccco1)N1CCCCC1)c1ccc(OCc2ccccc2)cc1 (configuration not stated),3,0.0,-3,1,-6,4,0,98,-0.1,-9
COc1ccc(C(=O)NCCN2CCC(n3c(=O)[nH]c4ccccc43)CC2)cc1F,nt,-0.1,nt,-4,-5,nt,nt,99,1.1,-5
O=C(O)c1cccc(N2C(=O)C3CC=C(Cl)CC3C2=O)c1 (configuration not stated),12,-0.1,nt,2,-2,9,1,108,1.1,-3
COc1ccc(-c2nnn(CC(=O)c3ccccc3)n2)cc1OC,-5,0.1,-5,-5,-7,4,1,101,2.4,-5
C[C@@H]1CCCCO[C@H](CN(C)C(=O)Cc2ccccc2)[C@H](C)CN([C@@H](C)CO)C(=O)c2cc(NC(=O)Nc3ccc(F)cc3)ccc2O1,-28,-0.3,4,-4,-2,-11,-2,98,0.3,-6
Cc1ccc2c(c1)[C@H]1[C@H](CO2)[C@H](c2ccccc2)[C@]2(C)C(=O)Nc3cc(Cl)ccc3C(=O)N12,9,0.0,-23,32,nt,-4,22,97,0.9,-3
c1ccc(C[C@H]2CN=C(Nc3ccccc3)N2CC2CCCCC2)cc1,3,-0.1,-5,4,-12,1,3,99,-0.7,-5
CCOC(=O)Nc1n[nH]c(NC(=O)OCC)c1[N+](=O)[O-],7,-0.2,-8,-1,-4,-2,1,103,-0.7,3
Cn1c(CNC(=O)CCNC(=O)c2cccc(F)c2)cc(=O)n(C)c1=O,-2,-0.2,-4,-3,-11,-7,3,95,-0.4,0
CCC(C)Nc1nc2c(c(=O)n(C)c(=O)n2C)n1Cc1ccc(F)cc1 (configuration not stated),0,0.4,-2,0,-8,13,5,99,1.1,-6
COC(=O)C1=C(C)N=c2s/c(=C/c3cccs3)c(=O)n2C1c1cccs1 (configuration not stated),5,-0.3,-6,-2,-5,1,-3,83,0.6,4
NS(=O)(=O)c1ccc(CCNc2cc(=O)n(Cc3ccc(F)cc3)c(=O)[nH]2)cc1,8,0.1,1,0,-8,6,0,99,-1.2,-1
CCn1c(=O)n(CC(=O)NC2CCCC(C)C2C)c(=O)c2ccccc21 (configuration not stated),22,0.1,10,1,-2,9,1,104,5.3,2
NS(=O)(=O)c1ccc(NC(=O)c2ccc(OCC3CCCO3)cc2)cc1 (configuration not stated),1,0.1,-8,-5,-7,-3,0,102,-0.7,2
CC(=O)c1c(C)[nH]c(C(=O)OCCOc2ccccc2)c1C,-7,0.5,2,2,-2,-27,-20,91,-0.4,3
Cc1cccc(Cn2c(O)c(N=NC(=S)Nc3ccccc3F)c3ccccc32)c1,-4,0.1,-1,-1,-4,19,2,98,-0.5,0
Nc1nc(-c2ccccc2)nc(-c2ccccc2O)n1,-7,-0.2,2,-3,-4,13,17,100,-2.3,7
O=C(CCN1C(=O)C2CC=C(Cl)CC2C1=O)NCc1ccco1 (configuration not stated),nt,0.0,9,2,nt,3,1,105,0.7,-6
CCCN1C(=O)/C(=C/c2nc3ccccc3c(=O)[nH]2)c2ccccc21,4,0.0,15,-1,nt,6,6,97,-2.5,1
O=C(NCc1ccccc1)c1ccc(Oc2ccc(C(=O)NCc3ccccc3)cc2)cc1,12,0.1,-11,0,-5,-25,4,98,1.8,-1
CC(C)(C)N(Cc1ccccc1)C(=O)CN1C(=O)c2ccccc2S1(=O)=O,-2,-0.1,2,5,-4,-2,-2,100,-1.6,6
CCOc1ccccc1NC(=O)CN(c1cc(C)cc(C)c1)S(=O)(=O)c1c(C)noc1C,-3,-0.1,-3,5,29,-3,-3,96,3.7,1
N#Cc1cccc(CS(=O)(=O)c2ccc(Cl)cc2)c1,-3,-0.1,-1,2,-18,-4,-2,101,0.3,-3
Cc1cc2c(cc1S(=O)(=O)NCc1ccccc1Cl)OCCN2C,nt,-0.1,nt,0,5,-3,-2,107,7.6,2
CCCC(=O)Nc1nnc(SCC(=O)N2C(C)CCCC2C)s1 (configuration not stated),7,0.1,1,9,-4,2,1,103,-0.3,1
Cc1cc(NC(=O)CSc2nc3c(C)c(C)ccc3cc2C)no1,7,0.2,-77,-3,-3,-1,-9,93,-0.7,2
CN1C(=O)CC(C(=O)O)SC1=Nc1cc(Cl)cc(Cl)c1 (configuration not stated),-1,0.0,5,-1,-6,4,5,100,0.4,2
Cc1noc(C)c1S(=O)(=O)N(C)C[C@H]1Oc2ccc(NS(=O)(=O)c3cn(C)cn3)cc2C(=O)N([C@H](C)CO)C[C@@H]1C,nt,0.2,2,2,-5,-7,1,102,1.9,3
Cc1ccc(C(=O)N2CCNC(=O)C2CC(=O)Nc2ccccc2)cc1 (configuration not stated),0,-0.1,-3,7,-5,6,1,97,1.4,-2
NC(=O)Cn1cc(/C=N\NS(=O)(=O)c2ccccc2)c2ccccc21,-1,-0.1,-6,-12,-3,-3,1,97,-0.5,1
Cc1cccc(C)c1NC(=O)CN1CCN(C(=O)C2CCC2)CC1,5,-0.2,3,-2,-6,1,0,99,0.2,5
CCOC(=O)N1CCN(S(=O)(=O)c2ccc3c4c(cccc24)C(=O)N3)CC1,-12,-0.2,-3,0,-11,0,-2,96,-0.3,1
COc1ccc(CCC(=O)N2CCN(S(=O)(=O)c3ccc(OC(F)(F)F)cc3)CC2)cc1,-6,0.1,8,-2,-6,-9,-3,98,-2.4,0
Cc1cccc(C(=O)OCC(=O)NC23CC4CC(CC(C4)C2)C3)c1O,6,0.0,1,-4,-5,-4,1,93,9.6,1
O=C(c1ccccn1)N(CC1CCCO1)C1(C(=O)NC2CCCCC2)CCCCC1 (configuration not stated),11,0.1,12,2,-4,4,-1,92,-1.0,4
O=C(Nc1ccc2nc(N3CCOCC3)sc2c1)c1ccccc1,5,0.1,-7,3,-3,-4,0,103,0.9,2
